HT1080NT lethal = kills 2HG-producing HT-1080-NT fibrosarcoma cells; AID 686970; HT-1080-NT fibrosarcoma viability, CellTiter-Glo ATP luminescence, 48 h; Potency, µM (doses to about 46.1 µM), without a hit: top-dose activity, negative = less viability, hits mostly cytotoxic; hit rate 1.6% among 360,000;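 further: NT is the 2HG producing partner of a matched IDH1 knockdown line; potency means the concentration at half of the fitted maximal effect; 0% = DMSO-treated cells and -100% = media-only wells without cells; nearly all actives have a fitted effect of over 55% in size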
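Luminescent CellTiter-Glo readout after 48 hours of compound exposure at 37 degrees C defined viability of HT-1080-NT cells. Activity was normalized to DMSO wells and cell-free media wells; concentration-response curves were fitted and assigned curve classes.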
D3 antag = D3 dopamine receptor (human) antagonism; P35462; D3R cells, DiscoveRx beta-arrestin luminescence, antagonist mode; hits give low values; max response, negative = inhibition, %; hit rate 2.5% among 360,000; in the data active means max response below about -50%; inconclusive means no clear call, values can overlap the other calls; further: on the % scale 0 is the no-effect control and ±100 the full control effect; mostly tested at two doses, the higher about 12 µM
Target sequence (P35462 whole entry, looked up): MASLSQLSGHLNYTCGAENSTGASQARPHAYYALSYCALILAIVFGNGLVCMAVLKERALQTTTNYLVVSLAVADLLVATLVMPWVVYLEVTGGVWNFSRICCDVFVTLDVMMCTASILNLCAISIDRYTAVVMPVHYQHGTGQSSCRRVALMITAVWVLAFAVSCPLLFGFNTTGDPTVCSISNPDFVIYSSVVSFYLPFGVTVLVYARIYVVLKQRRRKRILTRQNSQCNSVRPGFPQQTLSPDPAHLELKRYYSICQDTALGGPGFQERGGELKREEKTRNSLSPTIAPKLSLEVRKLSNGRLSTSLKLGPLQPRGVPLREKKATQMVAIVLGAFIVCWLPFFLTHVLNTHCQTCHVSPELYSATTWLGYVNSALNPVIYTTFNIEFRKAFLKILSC
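Cells expressing the human receptor were seeded at 1500 cells/well, incubated overnight at 37 degrees C in 5% CO2, then exposed to library compounds with dopamine controls for 90 minutes at 37 degrees C before luminescent detection.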
KB-V1 MDR tox = kills drug-selected multidrug resistant KB-V1 cells | hit rate 3.4% among 400,000 | Potency, µM (titrated, usually from 46.1 µM), without a hit: top-dose activity change, negative = cytotoxicity, hits mostly cytotoxic | AID 1347076 | KB-V1 MDR cells viability, CellTiter-Glo, 72 h; further: potency means the concentration at half of the fitted maximal effect; on the % scale 0 is the no-effect control and ±100 the full control effect; nearly all actives have a fitted effect of over 60% in size
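Potencies derive from concentration-effect curves fitted to normalized luminescence (CellTiter-Glo) of KB-V1 cells treated for 72 h at 37 degrees C in phenol-red-free DMEM containing 10% FBS.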
HT1080 IDH1KD tx = kills HT-1080 cells with IDH1 knockdown; HT-1080 IDH1 knockdown viability, ATP luminescence, 48 h; Potency, µM (top dose mostly 46.1 µM), inactives show at the top dose activity, negative = toxicity, usual class: cytotoxic; hit rate 2% among 360,000; AID 686971;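 further: potency means the concentration at half of the fitted maximal effect; 0% = DMSO wells and -100% = cell-free medium wells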
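Using the IDH1-knockdown HT-1080 line run in the same batch and compound series as the NT line, viability after 48 h at 37 °C was determined by CellTiter-Glo luminescence and expressed as % activity.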
KB-3-1 tox = KB-3-1 parental cell cytotoxicity; hit rate 1.4% among 400,000; AID 1347075; KB-3-1 viability, CellTiter-Glo ATP luminescence, 72 h; Potency, µM (series often up to 46.1 µM), without a hit: at the highest dose activity change, negative = cytotoxic, most hits filed as cytotoxic; further: potency means the concentration at half of the fitted maximal effect; on the % scale 0 is the no-effect control and ±100 the full control effect; nearly all actives have a fitted effect of over 60% in size
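Parental KB-3-1 adenocarcinoma cells in phenol-red-free DMEM with 10% FBS were pin-treated with compounds at several concentrations, incubated 72 h at 37 °C, and viability read by CellTiter-Glo luminescence; concentration-effect curves were fitted after normalization.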
SW480 rerep = inducers of DNA re-replication in SW480 colon cancer cells. SW480 DNA re-replication, Hoechst DNA content imaging, 48 h. Potency, µM (series often up to 46.1 µM), for the others: top-dose re-replication activation, actives largely listed as activators. hit rate 1.8% among 340,000. AID 624297; further: potency means the concentration at half of the fitted maximal effect; % of control where 0% means no effect; nearly all actives have a fitted effect of over 55% in size
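Treated cells incubate 48 hr (37 C, 5% CO2), are stained 40 min with Hoechst, and nuclear fluorescence is enumerated; a rise in nuclei with high DNA signal marks re-replication.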
IL1B secr inh = inhibitors of inflammasome signaling (IL-1 beta secretion) | THP-1 LPS/ATP IL-1B secretion, AlphaLISA, 16 h; hits give low values | activity change, % at 57.5 µM | hit rate 4.7% among 360,000 | AID 743279; in the data active means activity change below about -50%; inconclusive means mostly about -30% to -49%; further: on the % scale 0 is the no-effect control and ±100 the full control effect
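THP-1 cells pretreated 1 hr with compounds (up to 57.5 uM final), then stimulated with LPS (250 ng/mL final) plus ATP (1.25 mM final); secreted IL-1B measured by AlphaLISA after 16 hr, decreased signal indicating inhibition.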
GLP-1R agonist = agonists of human GLP-1 receptor | HEK293 GLP-1R CRE-luciferase, luminescence, 4-6 h; cells express a hypersensitive GLP-1R form | P43220 | hit rate 0.007% among 380,000 | AID 624172 | Potency, µM (top dose mostly 45.6 µM), for inactives: at the top dose activation, usual class: activators; further: potency means the concentration at half of the fitted maximal effect; % of control where 0% means no effect
Target sequence (P43220 whole entry, looked up): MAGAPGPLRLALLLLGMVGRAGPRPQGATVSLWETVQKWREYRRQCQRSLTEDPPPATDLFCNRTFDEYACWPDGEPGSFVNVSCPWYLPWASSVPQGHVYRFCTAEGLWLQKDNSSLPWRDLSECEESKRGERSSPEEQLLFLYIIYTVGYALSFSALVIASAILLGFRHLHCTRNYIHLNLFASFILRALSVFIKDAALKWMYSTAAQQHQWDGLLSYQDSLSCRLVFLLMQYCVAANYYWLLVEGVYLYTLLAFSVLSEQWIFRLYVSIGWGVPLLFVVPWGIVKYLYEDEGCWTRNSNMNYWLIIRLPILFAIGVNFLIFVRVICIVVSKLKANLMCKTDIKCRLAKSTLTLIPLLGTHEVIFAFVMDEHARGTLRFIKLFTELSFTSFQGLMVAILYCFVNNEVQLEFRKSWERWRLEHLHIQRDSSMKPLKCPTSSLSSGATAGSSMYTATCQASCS
D3 ag = activates the human D3 dopamine receptor; D3R DiscoveRx beta-arrestin cells, luminescence, 90 min; P35462; hit rate 0.58% among 410,000; max activation, %; in the data active means max activation above about 30%; further: 0% is about no effect; mostly tested at two doses, the higher about 12 µM
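Cells at 1500/well, incubated overnight, then treated with pinned compounds (dopamine as control) for 90 min at 37 degrees C. DiscoveRx reagent added for 30 - 60 minutes at room temperature; luminescence read.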
Active calls of the source: *; ? = inconclusive; nt = no result given; & = joins results of further samples; [ ] = dose if it differs, or a comment. Unless noted, the call rests on the fitted dose curve; in most records, active means well fitted curve in the direction sought with a large enough effect; inconclusive means small, poorly fitted or top-dose-only effect, or another doubt; inactive means no such curve, though single readings can be large; an effect the other way counts as inactive or inconclusive.

SMILES	HT1080NT lethal	D3 antag	KB-V1 MDR tox	HT1080 IDH1KD tx	KB-3-1 tox	SW480 rerep	IL1B secr inh	GLP-1R agonist	D3 ag
CCn1c(=O)n(CC(=O)Nc2cc(OC)c(OC)c(OC)c2)c(=O)c2ccccc21	4%	-21	-2%	-14%	6%	-1%	28	27%	-17
CC(C)C(=O)NC(=S)Nc1ccccc1C(F)(F)F	-5%	4	-8%	-10%	3%	-5%[9.22 µM]	0	6%	0
CCCn1nc(NC(=O)COC)c2cc3cccc(C)c3nc21	2%	86	0%	0%	6%	3%	-20	7%	4
C#CCOCCOCCOCCNc1nc(N2CCN(C(=O)[C@H](CCCCN)n3cc(CCCC)nn3)CC2)nc(N2CCN(C(=O)[C@H](CCCCN)n3cc(CCC(=O)O)nn3)CC2)n1	6%	34	29%	-2%	13%	-10%	38	-4%	10
CC12CCC(C1)C(C)(C)C2OC(=O)c1ccccc1C(=O)O (stereo not given)	3%	-21	3%	14%	1%	4%	13	-4%	-4
COCC(C)n1c(SCC(=O)NNC(=O)c2ccccc2)nc2ccccc2c1=O (stereo not given)	19%	1	-3%	17%	?	0%	10	6%	-6
CC(CO)NS(=O)(=O)c1cccc(Cl)c1F (stereo not given)	8%	15	7%	11%	0%	nt	5	1%	3
CNC(=O)NC(=O)CSc1nnc(-c2ccco2)n1Cc1ccccc1	5%	?	2%	8%	-3%	-5%	27	-6%	-3
CC(Sc1nnc(NCc2ccccc2)s1)C(=O)Nc1ccc2c(c1)C(=O)c1ccccc1C2=O (stereo not given)	-2%	5	-11%	-5%	-27%	1%	-2	-1%	4
Cc1cc2c(cc(C(=O)OCC(=O)NCc3ccco3)n2C)s1	13µM*	19	3.7µM*	10µM*	5.8µM*	10µM*	6	-4%	0
CCOC(=O)c1[nH]c2ccc(OC)cc2c1NC(=O)c1nonc1C	-6%	0	-9%	-11%	-17%	6%	-25	4%	-6
COc1ccc(CCNC(=O)C2CC(=O)N(CCc3ccccc3)C2)cc1OC (stereo not given)	10%	2	?	5%	-3%&-1%	1%	-11	0%	5&6
Cc1ccc(/C([O-])=C(/C(=S)NCc2ccco2)[n+]2ccccc2)cc1[N+](=O)[O-]	-15%	-3	0%	-1%	-9%	?	23	-2%	0
CCCCCCCCCCCCCCCC(=O)Nc1ccn(C2OC(CO)C(O)C2O)c(=O)n1 (stereo not given)	-4%	21	3%	?	?	2.6µM*	30	1%	17
Cc1ccc(Cn2c(=S)[nH]c3ccccc3c2=O)cc1	2%	7	-2%	16%	-19%	-3%	6	7%	-3
COc1cc(-c2nnc(CSc3nnc4nc(C)cc(C)n34)o2)cc(OC)c1OC	10%	-21	18%	5%	0%	-14%	21	6%	-5
Cc1ccc(S(=O)(=O)NCC(=O)OC(C)C(=O)NC2CCCCC2C)cc1C (stereo not given)	-1%	12	-2%	0%	5%	-5%	8	-4%	-20
O=C(CSc1nnnn1-c1ccccc1)c1ccco1	0%	-1	-4%	1%	5%	-31%[inhibitor]	-1	8%	-1
OCC#Cc1cnc2ccccc2c1	6%	-30	4%	9%	7%	-5%	5	0%	6
Cc1c2n(c3ccccc13)CCN(C)C2	7%	?	0%	9%	0%	-4%[9.22 µM]	21	0%	-19
CC(C)C[C@H](N)c1nnc(SCc2ccc(Cl)cc2)o1	-17%	-15	-16%	?	4%	-7%	-4	12%	-9
Cc1cc(NC(=O)Cc2ccsc2)ccc1Br	5%	-21	-13%	11%	-11%	-2%	-23	12%	-12
CC1CCN(S(=O)(=O)N2CCC(C(=O)NCc3cccnc3)CC2)CC1	-2%	1	17%	-5%	4%	0%	11	-2%	2
COc1ccc(CCNC(=O)CN(c2ccccc2OC)S(C)(=O)=O)cc1OC	0%	-17	5%	0%	-1%	-1%	11	3%	-8
CN(Cc1cccnc1)Cc1cn(C)nc1-c1ccc(Oc2ccccc2)cc1	-23%	19	-15%	-20%	4%	8%[1.84 µM]	0	19%	-4
Nc1nc(CN2CCCCC2)cs1	21%	15	6%	14%	14%	-4%	0	-11%	0
O=C(O)C1C2CCC(C2)C1C(=O)NCCC1=CCCCC1 (stereo not given)	-5%	-24	0%	-3%	-5%	0.52µM*	-3	6%	-1
Cc1ccccc1Cn1nc(C)c(NC(=O)/C=C/c2cnn(C)c2C)c1C	19%	1	19%	18%	20%	-1%	0	30%	7
COc1cccc(N(C(=O)c2csnn2)C(C(=O)NC2CCCC2)c2ccccc2)c1 (stereo not given)	-4%	-7	?	1%	-4%	-1%	21	4%	7
O=C(Cn1c(=O)oc2ccccc21)c1ccccc1	12%	15	3%	12%	10%	-7%	-2	2%	2
CC(Sc1nnnn1C)C(=O)Nc1ccccc1-c1ccccc1 (stereo not given)	8%	-7	-26%	7%	-3%	-2%	-11	1%	3
O=C1C=CC(=C(c2ccc(O)cc2)c2ccc(O)cc2)C=C1	9.2µM*	0	?	12µM*	5.8µM*	?	-100*	-6%	-4
COc1cccc(C2c3[nH]c4ccccc4c3C[C@H]3C(=O)N(CCCCCO)CC(=O)N23)c1 (stereo not given in full)	-11%	11	?	-23%	-21%	21%	?	3%	-2
Cc1nnc(NC(=O)c2ccc(S(=O)(=O)N3CCc4ccccc4C3)cc2)o1	-20%	-7	-27%	-19%	-30%	2%	63	-4%	10
COc1ccc(-c2nnc(NC(=O)CS(=O)(=O)c3ccc(F)cc3)o2)cc1	6%	4	?	0%	2%	-2%	8	-12%	4
Cc1ccccc1-c1nnn(CC(=O)c2ccc(S(=O)(=O)N3CCCC3)cc2)n1	-18%	3	?	-10%	?	2%	15	-10%	-1
COc1cc(NC(=O)CN2CCN(Cc3ccc4c(c3)OCO4)CC2)cc(OC)c1	-2%	-9	-15%	3%	0%	-2%	1	1%	-9
C[C@H](CO)N1C[C@H](C)[C@@H](CN(C)CC2CCOCC2)Oc2ncc(Br)cc2C1=O	1%	-23	15%	-1%	-2%	nt	-1	-3%	-1
Cc1cc(-c2c(C(=O)N3CCOCC3)c(C)nn2-c2ccccc2)no1	1%	21	19%	-4%	-2%	0%	-1	0%	10
CCC(c1nc2ccccc2[nH]1)N(C(=O)C1=NNC(=O)CC1)c1ccccc1 (stereo not given)	?	42	3%	0%	0%	nt	12	6%	5
COC(=O)C(COC(=O)c1c(F)cccc1F)NC(=O)c1c(F)cccc1F (stereo not given)	-9%	21	?	3%	2%	15%	-11	0%	-1
O=C(c1n[nH]c(=O)c2ccccc12)N1CCN(C2c3ccccc3-c3ccccc32)CC1	-23%	38	0%	-15%	-8%	13%	?	2%	8
NC(CSC(c1ccccc1)(c1ccccc1)c1ccc(-c2ccccc2)cc1)C(=O)O (stereo not given)	-2%	6	-4%	13%	-11%	nt	2	-2%	4
CC(C)Cn1cc(C(=O)NCCCN2CCCC2=O)c2c3ccccc3n(C)c2c1=O	6%	7	5.8µM*	-19%	4%	-1%	-7	1%	-15
COc1cc(NC(=O)c2cnn3c(C)cc(C)nc23)c(OC)cc1Cl	3%	52	18%	-2%	-5%	-2%	12	-2%	6
Cc1ccc2cc(CCNC(=O)C(C)C)c(=O)[nH]c2c1C	?	23	-7%	9%	24%	0%	6	-5%	1
O=C(/C=C/c1ccco1)Nc1ccc(S(=O)(=O)N2CCOCC2)cc1	1%	3	7%	0%	-18%	-5%	-7	10%	-2
COc1cc(C(C(=O)NC2CCCC2)N(Cc2ccccc2)C(=O)c2snc(C(N)=O)c2N)ccc1O (stereo not given)	0%	-13	-26%	2%	-2%	-1%	-21	7%	-5

Entries of single compounds, looked up by structure. Order of values: HT1080NT lethal, D3 antag, KB-V1 MDR tox, HT1080 IDH1KD tx, KB-3-1 tox, SW480 rerep, IL1B secr inh, GLP-1R agonist, D3 ag
O=C(O)C1C2CCC(C2)C1C(=O)NCCC1=CCCCC1 (stereo not given) across the screens: -5%, -24, 0%, -3%, -5%, 0.52µM*, -3, 6%, -1
O=C(/C=C/c1ccco1)Nc1ccc(S(=O)(=O)N2CCOCC2)cc1 across the screens: 1%, 3, 7%, 0%, -18%, -5%, -7, 10%, -2
COc1cc(NC(=O)CN2CCN(Cc3ccc4c(c3)OCO4)CC2)cc(OC)c1 across the screens: -2%, -9, -15%, 3%, 0%, -2%, 1, 1%, -9

Other structures
SMILES	HT1080NT lethal	D3 antag	KB-V1 MDR tox	HT1080 IDH1KD tx	KB-3-1 tox	SW480 rerep	IL1B secr inh	GLP-1R agonist	D3 ag
O=C(COC(=O)c1cc([N+](=O)[O-])ccc1N1CCOCC1)Nc1ncc(Cl)cc1Cl	-11%	-25	17%	-10%	1%	2%	31	9%	-2
O=C(COC(=O)C1=COCCO1)Nc1cc(Cl)c(Cl)cc1Cl	-5%	13	-15%	2%	-1%	1%	24	-1%	-2
CCOC(=O)c1cc(-c2ccccc2)sc1NC(=O)c1ccc(OC)cc1	16%	-12	5%	11%	-3%	0%[9.22 µM]	-14	-8%	5
COc1ccccc1C1c2c(-c3ccc(Cl)cc3)n[nH]c2C(=O)N1c1ccc(C)cc1 (stereo not given)	nt	nt	26µM*	nt	2%	nt	nt	-11%	2
COc1ccc([C@H]2C[C@@H](n3cc(COC(=O)c4ccccc4)nn3)[C@H](O)CN2CC2CCCCC2)cc1	-1%	0	-8%	-4%	0%	nt	15	4%	0
Cc1cc(C)c2sc(N(CCCN(C)C)C(=O)c3ccc(S(=O)(=O)N4CCCc5ccccc54)cc3)nc2c1	18µM*	?	?	?	?	4%	-67*	-7%	-17
Cc1ccc(S(=O)(=O)/N=C(/Nc2ccc(O)c(C(=O)O)c2)c2ccccc2)cc1	-13%[9.24 µM]	9	7%	12%	7%	-5%	13	-6%	-1
Cc1cc(NC(=O)c2sccc2C)n(-c2cccc(Cl)c2)n1	-1%	0	?	0%	-14%	11%	-4	1%	-5
COc1ccccc1NC(=O)COC(=O)c1ccc2ccccc2n1	-4%	0	-1%	-11%	-7%	0%	0	-1%	-2
COc1ccc(NC2c3ccccc3C(=O)N2c2cccnc2)cc1Cl (stereo not given)	0%	4	18%	8%	16%	-11%	6	0%	5

Assay outcomes as filed in PubChem.
